LDHA block: qHTS assay for inhibitors of human lactate dehydrogenase. L-lactate dehydrogenase A chain (Homo sapiens), P00338. purified LDHA, NADH/diaphorase-resazurin fluorescence; hits give low values. activity change, % (values are at about 110 or 230 µM). 0.15% of 480,000 active; in the data active means activity change below about -30%; inconclusive means mostly about -25% to -30%;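 further: plate controls were DMSO wells for no effect and wells without enzyme for full effect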
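Human LDH5 at 2 nM final in Tris HCl pH 7.4 with 0.06 mM NADH and 0.2 mM pyruvate, reacted 5 minutes at room temperature. Remaining NADH coupled via diaphorase/resazurin; resorufin fluorescence read at 0 and 20 minutes, normalized to enzyme-free and DMSO wells.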
Pol iota inh: qHTS for Inhibitors of Polymerase Iota; Potency, µM (series often up to 115 µM), without a hit: at the highest dose activity, negative = inhibition, usual class: inhibitors; AID 588590, 2011; 1% of 390,000 active; DNA polymerase iota (Homo sapiens), Q9UNA4; Pol iota fluorescent replication assay, 10 min; further: potency means the concentration at half of the fitted maximal effect
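Fluorescent replication assay read twice, at 0 min and 10 min after adding 50 nM (final) substrate. Enzyme (10 nM) and compounds were first incubated 15 min at room temperature; enzyme-free buffer wells were negative controls.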
Anesthetic bind: qHTS Assay for Identification of Novel General Anesthetics; Ferritin light chain (Equus caballus), P02791; apoferritin/1-aminoanthracene competitive binding, fluorescence; Potency, µM (series often up to 77.5 µM), inactives show at the highest dose activity change, negative = displacement, hits mostly inhibitors; 0.074% of 350,000 active; AID 485281, 2010; further: potency means the concentration at half of the fitted maximal effect; on the % scale 0 is the no-effect control and ±100 the full control effect; nearly all actives have a fitted effect of over 20% in size
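Horse-spleen apoferritin (10 uM) was mixed with 50% saturated 1-aminoanthracene in PBS, exposed to compounds for 10 min at room temperature, and read for fluorescence (ex 380 nm, em 535 nm). Competitive displacement was fitted with a four-parameter Hill equation.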
POLH inh: qHTS for Inhibitors of Polymerase Eta | DNA polymerase eta (Homo sapiens), Q9Y253 | recombinant Pol eta, fluorescent DNA replication assay | Potency, µM (top dose mostly 114 µM), for inactives: at the highest dose activity change, negative = inhibition, actives largely listed as inhibitors | 1.2% of 390,000 active | AID 588591, 2011; further: potency means the concentration at half of the fitted maximal effect; on the % scale 0 is the no-effect control and ±100 the full control effect
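Fluorescent replication assay: 50 nM final substrate added after a 15 min room-temperature compound preincubation with 10 nM enzyme. Signal taken at 0 min and again at 10 min.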
Glioma ERSR ind: qHTS for Inducers of the Endoplasmic Reticulum Stress Response (ERSR) in Human Glioma: qHTS. U87-MG GRP78 promoter luciferase reporter, 16 h. Potency, µM, without a hit: at the highest dose activation, usual class: activators. 0.02% of 420,000 active. AID 602332, 2012; further: potency means the concentration at half of the fitted maximal effect; series mostly up to about 76 µM; % of control where 0% means no effect; nearly all actives have a fitted effect of over 35% in size
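Stably transfected U87-MG human glioma cells carrying a GRP78-based luminescent sensor were seeded at 1000 cells/well, pin-dosed with compounds and incubated 16 h. Luciferase reagent was then added, and end-point luminescence was read after 10 min at room temperature.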
POLB inh: qHTS Assay for Inhibitors of DNA Polymerase Beta; Pol beta primer extension/strand displacement, fluorescence kinetic; P06746; AID 485314, 2010; 1.3% of 340,000 active; Potency, µM (titrated, usually from 114 µM), for the others: top-dose activity change, negative = inhibition, usual class: inhibitors; further: potency means the concentration at half of the fitted maximal effect; on the % scale 0 is the no-effect control and ±100 the full control effect
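Enzyme-only controls used 10 nM Pol beta; buffer lacking enzyme served as negative control. Compound preincubated 15 min, then 50 nM substrate added; 0 and 10 min reads at room temperature.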
BLM inh: qHTS Assay for Inhibitors of Bloom's syndrome helicase (BLM); RecQ-like DNA helicase BLM (Homo sapiens), P54132; 0.2% of 350,000 active; Potency, µM (top dose mostly 56.1 µM), for the others: top-dose activity change, negative = inhibition, most hits filed as inhibitors; recombinant BLM DNA unwinding, fluorescence dequenching; AID 2528, 2010;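 further: potency means the concentration at half of the fitted maximal effect; plate controls were vehicle for no effect and no enzyme for full effect; nearly all actives have a fitted effect of over 35% in size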
Target sequence (P54132 whole entry, looked up): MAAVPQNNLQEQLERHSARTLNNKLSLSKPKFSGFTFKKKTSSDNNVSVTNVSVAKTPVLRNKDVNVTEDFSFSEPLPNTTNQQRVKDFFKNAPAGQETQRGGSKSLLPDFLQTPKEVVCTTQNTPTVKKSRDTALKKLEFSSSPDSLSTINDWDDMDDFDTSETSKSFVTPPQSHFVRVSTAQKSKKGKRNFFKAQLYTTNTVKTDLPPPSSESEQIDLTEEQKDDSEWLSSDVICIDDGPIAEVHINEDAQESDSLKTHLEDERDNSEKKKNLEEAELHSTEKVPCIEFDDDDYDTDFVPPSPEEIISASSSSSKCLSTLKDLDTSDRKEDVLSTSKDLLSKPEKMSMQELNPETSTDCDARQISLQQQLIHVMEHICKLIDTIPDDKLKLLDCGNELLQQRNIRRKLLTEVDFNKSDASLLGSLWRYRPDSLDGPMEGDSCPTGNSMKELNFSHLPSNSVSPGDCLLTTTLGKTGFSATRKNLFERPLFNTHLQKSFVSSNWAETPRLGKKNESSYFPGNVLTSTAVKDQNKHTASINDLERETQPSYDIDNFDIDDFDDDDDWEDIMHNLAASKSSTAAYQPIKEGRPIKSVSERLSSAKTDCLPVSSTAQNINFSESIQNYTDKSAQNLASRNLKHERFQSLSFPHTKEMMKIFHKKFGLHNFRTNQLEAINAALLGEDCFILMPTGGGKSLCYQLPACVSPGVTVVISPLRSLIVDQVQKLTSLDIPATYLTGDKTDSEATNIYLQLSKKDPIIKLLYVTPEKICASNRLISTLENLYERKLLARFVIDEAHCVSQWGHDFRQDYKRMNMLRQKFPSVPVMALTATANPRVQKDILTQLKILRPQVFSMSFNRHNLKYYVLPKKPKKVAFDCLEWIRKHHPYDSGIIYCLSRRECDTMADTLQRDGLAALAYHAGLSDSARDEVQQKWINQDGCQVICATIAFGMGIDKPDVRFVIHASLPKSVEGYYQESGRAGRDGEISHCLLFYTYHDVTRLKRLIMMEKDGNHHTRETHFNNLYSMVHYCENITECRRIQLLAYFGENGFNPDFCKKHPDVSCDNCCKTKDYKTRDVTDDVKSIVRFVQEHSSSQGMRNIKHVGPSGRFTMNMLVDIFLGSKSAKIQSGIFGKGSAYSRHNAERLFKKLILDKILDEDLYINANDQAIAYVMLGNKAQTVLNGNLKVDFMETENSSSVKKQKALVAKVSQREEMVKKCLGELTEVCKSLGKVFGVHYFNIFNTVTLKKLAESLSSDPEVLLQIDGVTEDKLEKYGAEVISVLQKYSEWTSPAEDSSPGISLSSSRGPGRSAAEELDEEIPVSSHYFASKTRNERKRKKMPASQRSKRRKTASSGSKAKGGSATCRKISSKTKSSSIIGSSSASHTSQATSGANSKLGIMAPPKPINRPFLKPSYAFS
POLK inh: qHTS for Inhibitors of Polymerase Kappa; DNA polymerase kappa (Homo sapiens), Q9UBT6; purified Pol kappa, fluorescent DNA synthesis assay, 10 min; Potency, µM (highest dose often 107 µM), for inactives: top-dose activity, negative = inhibition, usual class: inhibitors; 0.53% of 400,000 active; AID 588579, 2011; further: potency means the concentration at half of the fitted maximal effect; on the % scale 0 is the no-effect control and ±100 the full control effect
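10 nM Pol kappa preincubated 15 min at room temperature with compounds, then reaction started with substrate at 50 nM final. Fluorescence read kinetically at 0 and 10 min; buffer-only wells served as negative control.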
APE1 inh: qHTS Assay for Inhibitors of the Human Apurinic/apyrimidinic Endonuclease 1 (APE1); DNA repair nuclease/redox regulator APEX1 (Homo sapiens), P27695; recombinant APE1, TAMRA/BHQ-2 abasic DNA cleavage fluorescence; Potency, µM (highest dose often 65.8 µM), for inactives: top-dose activity change, negative = inhibition, hits mostly inhibitors; 0.35% of 350,000 active; AID 2517, 2012;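 further: potency means the concentration at half of the fitted maximal effect; plate controls were vehicle for no effect and reference inhibitor for full effect; nearly all actives have a fitted effect of over 55% in size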
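0.75 nM APE1 + cpd, 15 min RT; start w/ 50 nM TAMRA/BHQ-2 THF-abasic dsDNA; kinetic fluor 525/598 nm ×3 reads @60 s; Δ(read3−read1); normalized to DMSO and NSC13755 control wells.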
* marks the source's active call; other numbers are inactive results; ? = inconclusive; . = no result given; & = joins results of further samples; [ ] = another dose, or the depositor's remark. Unless noted, the call rests on the fitted dose curve; in most records, active means well fitted curve in the direction sought with a large enough effect; inconclusive means small, poorly fitted or top-dose-only effect, or another doubt; inactive means no such curve, though single readings can be large; an effect the other way counts as inactive or inconclusive. These rows are one share of the data; rates above refer to the full screens.

SMILES | LDHA block | Pol iota inh | Anesthetic bind | POLH inh | Glioma ERSR ind | POLB inh | BLM inh | POLK inh | APE1 inh
COc1cc2[nH]c3c(N4CCN(c5ccccn5)CC4)ncnc3c2cc1OC | 0 | ? | -2% | ? | -13% | -8% | -21% | -26% | ?
CC(C)N(C(=O)COc1ccc(Br)cc1Cl)C(C)C | -4 | 22% | ? | -16% | -1% | -10% | -4% | -3% | -1%
CCOc1ccc(-n2nc(CO)c(C(=O)NCc3ccccn3)n2)cc1 | 5 | 8% | -7% | -16% | -1% | 11% | -5% | 3% | .
COc1ccccc1CNC(=O)CN(CCc1ccccc1)S(C)(=O)=O | -4 | 16% | -1% | 4% | -2% | 2% | -1% | -20% | -5%
COc1ccc(CC(=O)NNC(=O)c2ccoc2C)cc1OC | -6 | 10% | -8% | -2% | -4% | 1% | 0% | -8% | -7%
C/C(=N/NS(=O)(=O)c1ccc(CC(C)C)cc1)c1ccncc1 | -1 | -9% | -18% | 1% | 4% | 1% | -4% | -5% | -8%
Cn1cnc2ccc([N+](=O)[O-])cc2c1=O | -5 | 11% | -3% | -22% | -2% | 21% | 0% | 3% | 6%
CCOC(=O)C1CCN(C(=O)c2sc3ncnc(N4CCC(C)CC4)c3c2C)CC1 | -4 | -4%[58.9 µM] | -5% | -9% | -2% | -6% | 2% | -9% | -1%
Cc1cc(=O)n2nc(N3CCC(C(=O)NCC(C)c4ccccc4)CC3)sc2n1 (stereo not given) | -4 | 39%[activator] | -5% | -17% | -1% | 31% | 0% | 4% | 47%
CCN1C(=O)N(C)C2(c3ccccc3)N(C)C(=O)N(C)C12c1ccccc1 (stereo not given) | 0 | 14% | -1% | 0% | -2% | 1% | -1% | 1% | 1%
Cc1cccc(N(CC(=O)NC(C)(C)C)C(=O)CCC(=O)Nc2nccs2)c1 | -6 | ? | 4% | -2% | -3% | 60% | -3% | -6% | 9%
Cc1c(C)n(CCC#N)c2ccc(Cl)cc12 | -2 | -2% | 2% | -25% | -4% | 3% | -1% | -4% | -3%
COC(=O)c1c(-c2ccc(OC)c(OC)c2)csc1N | 19 | -1% | -21% | -8% | -3% | -2% | -3% | 9% | 4%
CC(C)C(c1nnnn1C1CCCCC1)N1CCCc2ccccc21 (stereo not given) | 2 | ? | -6% | -15% | -1% | 7% | -1% | -10% | 0%
CCOc1cc(C(=O)OCC(=O)Nc2ccc(F)cc2Cl)ccc1OCC(=O)N1CCOCC1 | -4 | -12% | . | -16% | -3% | . | . | 1% | 13%
CN(C)c1ccc(C(C(=O)NCC2CCCO2)N(C(=O)c2snc(C(N)=O)c2N)c2ccccc2)cc1 (stereo not given) | 0 | 12% | -2% | -2% | -2% | 28% | -5% | 4% | 9%
Cc1ccc(CCNC(=O)CN2CCN(Cc3ccccc3F)C2=O)cc1 | -2 | 16% | -22% | -25% | -5% | 5% | 1% | -2% | 0%
Cc1ccc(OCCCC(=O)Nc2ccc(Br)cc2)cc1 | -7 | 10% | -12% | 1% | -3% | -29% | -3% | -8% | -2%
S=c1[nH]c2ccccc2o1 | -1 | 0% | -2% | 1% | -2% | -28% | -7% | -11% | 3%
CC(=O)N1CCN(Cc2nc(C(c3ccccc3)c3ccccc3)no2)CC1 | -7 | 27% | -10% | -16% | -4% | 14% | -1% | -8% | 4%
CC(=O)c1ccccc1NC(=O)CCNC(=O)c1ccco1 | -7 | 19% | 1% | -20% | -1% | 23% | 1% | -2% | 4%
CCOC(=O)N1CCC(NC(=S)Nc2ccc3nc(N4CCN(CC)CC4)cc(C)c3c2)CC1 | -3 | 23% | 2% | 14% | -3% | 24% | 7% | -12% | 10%
COc1cccc2c(C)cc3nnc(SCC(=O)Nc4ccc(C)cc4)n3c12 | -8 | 22% | -6% | -12% | -3% | 16% | -2% | -8% | .
COCCNC(=O)CSc1nc(-c2ccccc2)[nH]c1-c1ccc(C)cc1 | -7 | -16% | -6% | -10% | -2% | 6% | -1% | -15% | .
CCCn1c(SCC(=O)NNC(=O)c2ccc(C)cc2)nnc1C(C)C | -3 | 130%[activator] | -2% | -21% | -4% | 6% | -1% | -6% | 42%

(cont.)
SMILES | LDHA block | Pol iota inh | Anesthetic bind | POLH inh | Glioma ERSR ind | POLB inh | BLM inh | POLK inh | APE1 inh
Cn1ccnc1Sc1nnnn1-c1ccccc1 | -1 | 18% | 3% | -13% | -4% | 6% | 2% | 0% | 1%
O=C(CN1CCc2cc3c(cc2C1)OCCCO3)Nc1ccc(F)cc1 | -1 | 18% | -4% | -11% | 1% | 12% | 1% | 11% | 45%
COc1ccc(-n2c(=O)c3ccccc3n(Cc3ccccc3Cl)c2=O)cc1 | -10 | 18% | -1% | -10% | 0% | 9% | -7% | -27% | .
CN(CC(=O)Nc1cccc2ccccc12)C(=O)c1ccc(F)cc1F | 4 | 22% | . | -7% | -5% | . | . | 13% | -5%
COCCNC(=O)C(=O)Nc1ccc2nc3n(c(=O)c2c1)CCCCC3 | -1 | 30%[activator] | -4% | -16% | -2% | 24% | 1% | 10% | .
CC(=O)Nc1ccc2c(c1)C(=O)N(c1cccc3ccccc13)C2=O | -10 | 81%[activator] | -8% | 10% | -3% | 17% | -5% | -6% | -3%
Oc1ccccc1-c1nnco1 | 8 | 1% | . | -18% | -4% | . | . | -22% | .
CC(C)c1c(C(=O)Nc2ccccc2)c(-c2ccccc2)c(-c2ccc(F)cc2)n1CC[C@@H](O)C[C@@H](O)CC(=O)O | . | . | 5% | . | -3%&-6% | . | 7% | -16%&-1%[60.1 µM] | -6%
CCN(CC)C(=O)C1CCCN(c2ccc([N+](=O)[O-])cc2/C=N/NC(=O)c2cccc(O)c2)C1 (stereo not given) | 2 | 9% | -23% | -15% | -2% | 10% | -11% | -16% | -2%
COc1cc([N+](=O)[O-])ccc1NC(=O)CSc1nncn1-c1cccnc1 | 4 | 96%[activator] | -11% | -22% | -4% | 19% | 2% | 1% | -2%
O=C(CCC1CCCC1)NNC(=O)c1ccccc1O | 5 | 6% | . | -21% | -1% | . | . | -19% | 7%
O=C(NCc1ccccc1)C12CC3CC(CC(Cl)(C3)C1)C2 | -1 | 137%[activator] | -16% | 7% | 0% | 4% | -2% | -13% | 6%
CCOc1ccc(CN(C)C(=O)CNC(=O)c2ccc(Br)o2)cc1OC | -2 | 0% | -9% | -5% | 1% | 16% | 1% | 7% | 14%
O=C(NCc1cccnc1)C1CCN(S(=O)(=O)N2CCC3(CC2)OCCO3)CC1 | -3 | -11% | -9% | -10% | -3% | 13% | -1% | -6% | 1%
O=C(NCC(=O)N1CCN(C(=O)c2ccco2)CC1)c1ccc(Br)cc1 | -3 | 9% | -5% | -9% | -2% | 47% | 0% | -8% | 2%
CC(=O)Nc1ccc2c(c1)nc1n2CCOC1 | -2 | ? | -15% | 3% | -3% | 3% | -4% | 12% | -6%
CC1(C)CC(=O)C=C(NNC(=O)c2ccccc2)C1 | -6 | -4% | 12% | -3% | -1% | 2% | 0% | -1% | 6%
Cc1nc2ccc(C(=O)NCc3ccc4c(c3)OCO4)cc2s1 | -1 | 17% | -7% | 1% | -5% | 17% | 3% | 28% | 18%
COc1ccc(-n2c(SC3CCOC3=O)nc3ccccc3c2=O)cc1Cl (stereo not given) | 0 | -10% | -13% | -16% | -1% | -27% | -4% | 0% | -6%
CCC(CC)COC(=O)C1=C(C)NC(=O)NC1c1cc(OC)ccc1OC (stereo not given) | -3 | 7% | -13% | -20% | -3% | -25% | -6% | -3% | 29%

Nine of the compounds above, with values under each structure:
Each structure is followed by: LDHA block	Pol iota inh	Anesthetic bind	POLH inh	Glioma ERSR ind	POLB inh	BLM inh	POLK inh	APE1 inh
> COc1cc2[nH]c3c(N4CCN(c5ccccn5)CC4)ncnc3c2cc1OC
  0	?	-2%	?	-13%	-8%	-21%	-26%	?
> CC(C)N(C(=O)COc1ccc(Br)cc1Cl)C(C)C
  -4	22%	?	-16%	-1%	-10%	-4%	-3%	-1%
> CCOc1ccc(-n2nc(CO)c(C(=O)NCc3ccccn3)n2)cc1
  5	8%	-7%	-16%	-1%	11%	-5%	3%	.
> COc1ccccc1CNC(=O)CN(CCc1ccccc1)S(C)(=O)=O
  -4	16%	-1%	4%	-2%	2%	-1%	-20%	-5%
> COc1ccc(CC(=O)NNC(=O)c2ccoc2C)cc1OC
  -6	10%	-8%	-2%	-4%	1%	0%	-8%	-7%
> C/C(=N/NS(=O)(=O)c1ccc(CC(C)C)cc1)c1ccncc1
  -1	-9%	-18%	1%	4%	1%	-4%	-5%	-8%
> Cn1cnc2ccc([N+](=O)[O-])cc2c1=O
  -5	11%	-3%	-22%	-2%	21%	0%	3%	6%
> CCOC(=O)C1CCN(C(=O)c2sc3ncnc(N4CCC(C)CC4)c3c2C)CC1
  -4	-4%[58.9 µM]	-5%	-9%	-2%	-6%	2%	-9%	-1%
> Cc1cc(=O)n2nc(N3CCC(C(=O)NCC(C)c4ccccc4)CC3)sc2n1 (stereo not given)
  -4	39%[activator]	-5%	-17%	-1%	31%	0%	4%	47%

Bioassay records from PubChem.
